CF NFkB inh = inhibitors of PAF-induced NF-kB signaling, primary screen, cell-based, GFP fluorescence, uHTS. KKLEB NF-kB-GFP reporter, GFP fluorescence overnight. inhibition, % at 5 µM. 360,000 compounds, 0.86% hits;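 active = at least 50% inhibition at 5 µM, scaled per plate between neutral and stimulator controls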;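 note: PAF is a Pseudomonas aeruginosa culture filtrate used as stimulus; plate controls were PAF-stimulated DMSO wells for no effect and unstimulated DMSO wells for full effect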
PDI turbidity = inhibitors of human PDI, primary screen, biochemical, turbidity, single point, plate reader. Protein disulfide-isomerase (Homo sapiens), P07237. PDI insulin aggregation turbidity, A650, 90 min. inhibition, % at 10 µM. 350,000 compounds, 0.052% hits;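 active = mean inhibition across replicates of 30% or more, whatever share of single replicates reach that level; inconclusive = mean inhibition below 30% while every single replicate reaches 30%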;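 note: absorbance from insulin aggregation driven by PDI reduction with DTT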
Target sequence (P07237 whole entry, looked up): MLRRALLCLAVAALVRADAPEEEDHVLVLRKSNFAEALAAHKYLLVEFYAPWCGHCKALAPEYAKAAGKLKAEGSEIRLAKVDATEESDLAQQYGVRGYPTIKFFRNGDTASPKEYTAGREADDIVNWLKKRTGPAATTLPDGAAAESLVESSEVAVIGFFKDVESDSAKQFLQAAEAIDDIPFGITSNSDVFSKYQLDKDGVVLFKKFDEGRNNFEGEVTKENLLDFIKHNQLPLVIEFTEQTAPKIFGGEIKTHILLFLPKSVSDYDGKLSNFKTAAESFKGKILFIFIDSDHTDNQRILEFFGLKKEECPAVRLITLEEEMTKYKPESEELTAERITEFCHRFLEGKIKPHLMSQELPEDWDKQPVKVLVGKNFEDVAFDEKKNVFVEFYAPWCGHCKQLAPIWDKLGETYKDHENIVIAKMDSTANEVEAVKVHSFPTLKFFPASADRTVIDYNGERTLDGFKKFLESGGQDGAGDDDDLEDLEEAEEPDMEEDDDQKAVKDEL
Peg3 prom inh = Peg3 promoter-driven luciferase inhibitors, primary screen, cell-based, HeLa, luciferase luminescence; HeLa PEG-Prom luciferase reporter, overnight; inhibition, % at 20 µM; 360,000 compounds, 1.7% hits;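 active = inhibition of at least 50% at 20 µM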
TRPM1 prom inh = inhibitors of MITF-dependent TRPM1 promoter reporter, primary screen, cell-based, SK-MEL-5, single point, luciferase; AID 488899, 2010; SK-MEL-5 TRPM1 promoter luciferase, 24 h; inhibition, % at 12.5 µM; 330,000 compounds, 0.83% hits;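 active = mean inhibition across replicates of 60% or more, whatever share of single replicates reaches that level; inconclusive = some that reach 60%, reason not given; inactive = mean inhibition across replicates below 60%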; note: values of inactives mirror those of a sister screen read the other way
CaV13 ICDI inh = Disruptors of the CACNA1D IQ motif to Ca2+-dependent inactivation inhibitor domain association, primary screening, Förster resonance energy transfer in intact living …; HEK cells, CFP/YFP FRET ICDI-IQ, plate reader, 10 min; percent FRET-ratio fall versus neutral wells; inhibition, % at 12.3 µM; 340,000 compounds, 0.098% hits; AID 743397;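 active = mean replicate inhibition of at least 30% and at least 1% of replicates passing that level; inconclusive = only one of the two criteria is met; inactive = neither criterion is met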;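 note: 0% = median of the neutral control wells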
Shn3 3UTR inh = reduction of Shn3 3'UTR firefly luciferase signal, primary screen, Schnurri-3 inhibitor project, cell-based, Clone20 osteoblasts, set 2 | Clone20 osteoblast Shn3 3'UTR firefly luciferase, 24 h | inhibition, % at 12.5 µM | 360,000 compounds, 0.52% hits;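 active = mean inhibition of at least 75% with every replicate also reaching 75%; inconclusive = mean inhibition at least 75% but some replicate below; inactive = mean inhibition below 75%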;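 note: 0% = median of neutral control wells and 100% = pilot-screen positive control compound; some compounds past the cut are filed as inactive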
HIF-2a inh = HIF-2a reporter inhibitors, primary screen, luminescence, 786-0 RCC cells; inhibition, % at 18.8 µM; 786-0 RCC cells HIF-2a reporter, luciferase luminescence, overnight; AID 624352, 2012; 360,000 compounds, 0.72% hits;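 active = inhibition of the luminescence signal of 40% or more relative to plate controls, in a single-dose primary screen at 18.75 µM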
KKLEB tox = cytotoxicity in KKLEB CF airway cells, primary screen, cytotoxicity control for CF NF-kB inhibitor project, cell-based, uHTS, fluorescence assay plates. activity change (cytotoxicity), % at 5 µM. 360,000 compounds, 0.36% hits. KKLEB CF airway cells viability, ATPlite luminescence, overnight; stronger effect = lower value; cells stimulated with P. aeruginosa culture filtrate;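 active = corrected activity change at or below -50% at 5 µM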
NR2E3 ag-1 = inhibitors of NR2E3-RetCOR corepressor binding, primary screen, NR2E3 agonist project, biochemical, TR-FRET, GST-NR2E3, biotin-RetCOR; Photoreceptor-specific nuclear receptor (Homo sapiens), Q9Y5X4; 1536-well; inhibition of corepressor binding, % at 4.78 µM; 320,000 compounds, 0.12% hits; AID 2300, 2010;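 active = percent inhibition above the cutoff of mean plus 3 SD of all tested compounds, set per screening campaign, cut at about 20% in these data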;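 note: 0% = DMSO wells and 100% = biotin wells as full block of FRET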
Target sequence (Q9Y5X4 whole entry, looked up): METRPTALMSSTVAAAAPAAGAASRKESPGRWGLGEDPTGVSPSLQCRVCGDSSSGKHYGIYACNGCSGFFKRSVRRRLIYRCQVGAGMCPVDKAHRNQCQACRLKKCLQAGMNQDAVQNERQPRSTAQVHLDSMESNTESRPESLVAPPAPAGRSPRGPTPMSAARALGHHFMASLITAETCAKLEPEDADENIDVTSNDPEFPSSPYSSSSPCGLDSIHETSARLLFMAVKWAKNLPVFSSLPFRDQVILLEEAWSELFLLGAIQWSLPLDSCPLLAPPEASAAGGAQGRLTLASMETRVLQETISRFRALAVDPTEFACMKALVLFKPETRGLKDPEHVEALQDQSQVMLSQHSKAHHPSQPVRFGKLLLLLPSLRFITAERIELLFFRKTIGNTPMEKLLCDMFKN
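Material: NR2E3–RetCOR corepressor complex | Quantity: 1.35 nM GST-tagged NR2E3 final | Schedule: 5 h at 4 °C | Replication: Singlicate compound wells | Reagent: RetCOR corepressor, biotinylated, 7 nM | Controls: Biotin wells as high control, 0.6% DMSO wells as low control | Signal: TR-FRET, Eu(K)-anti-GST donor, streptavidin-D2 acceptor, ex 340, em 617/671 nm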
Vif inh = HIV Vif self-association inhibitors, primary screen, imaging, HEK293T, single point | HEK293T cells, Vif self-association by quenched fluorescence, 24 h | inhibition, % at 7.49 µM | 340,000 compounds, 0.35% hits | AID 602346, 2012; in the data active = inhibition above about 50%, passing the limit was not always enough; inconclusive = no clear call, values can overlap the other calls; inactive = below about 31%; note: some results filed as inactive read as strong as hits
NR2E3 ag-2 = NR2E3 agonists in two-hybrid cells, primary screen, cell-based, luminescence, CHO-S, Gal4-NCOR/VP16-NR2E3; AID 602229, 2012; luciferase; inhibition of corepressor binding, % at 3.98 µM; 360,000 compounds, 0.35% hits; Photoreceptor-specific nuclear receptor (Homo sapiens), Q9Y5X4;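 active = inhibition above the mean of all tested compounds plus 3 SD, cut at about 70% in these data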;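 note: 0% = DMSO with NR2E3 transfected cells and 100% = cells lacking NR2E3 construct; higher means lower luciferase signal from less NR2E3 corepressor binding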
* marks the source's active call; other numbers are inactive results; ? = inconclusive; . = no result given.

SMILES	CF NFkB inh	PDI turbidity	Peg3 prom inh	TRPM1 prom inh	CaV13 ICDI inh	Shn3 3UTR inh	HIF-2a inh	KKLEB tox	NR2E3 ag-1	Vif inh	NR2E3 ag-2
COc1ccc(OCC(=O)Nc2cc(S(=O)(=O)N3CCCC3)ccc2Cl)cc1	-6	15	12	7	-6	9	4	-6	.	?	6
CCOc1ccccc1/C=C/c1onc(C)c1S(=O)(=O)N1CCC(C(=O)N2CCCCCC2)CC1	-20	-1	3	26	-8	11	-2	-20	0	-2	-1
CC(=O)c1c(N2CCN(Cc3ccccc3)CC2)[nH]c(-c2ccccc2)nc1=S	-2	-4	6	-5	-9	12	14	6	-4	9	-8
CCSc1nnc(-c2ccc(C)cc2)c2ccccc12	0	2	2	-2	-2	13	-3	2	1	?	6
Cc1onc(-c2c(Cl)cccc2Cl)c1C(=O)N/N=C(\N)COc1ccc(Cl)cc1	-15	5	42	6	-4	74	25	-14	2	13	4
COc1ccc(Cl)cc1NC(=O)CN(C)C(=O)C1CC(=O)N(Cc2ccc(C)cc2)C1 (configuration not stated)	14	-1	5	11	.	9	3	-8	3	-2	8
O=C1C2(CCC13COC(c1ccc(O)cc1)OC3)COC(c1ccc(O)cc1)OC2 (configuration not stated)	9	1	-11	3	-4	-15	6	-17	0	7	-6
CC1(C(=O)NC2CCN(Cc3ccccc3)CC2)CCN1Cc1ccc(OC(F)(F)F)cc1 (configuration not stated)	28	-2	45	.	-11	7	7	-12	.	2	10
CC(C)c1ccc(/C=N/NC(=O)c2ccccc2Cl)cc1	14	0	-149	-29	-4	-4	-240	-15	2	1	-41
Cc1ccc(S(=O)(=O)N2C[C@H]3[C@H]4C(=O)N(c5ccccc5)C(=O)[C@H]4C[C@H](OC(=O)NCc4ccccc4F)[C@@]3(O)C2)cc1	2	11	-2	.	-5	-7	8	-5	.	0	-33
O=C(c1cccc(C(F)(F)F)c1)N1CCOC12CCN(c1ncc(C(F)(F)F)cc1Cl)CC2	6	-2	22	10	-3	23	27	-3	6	5	20
O=C(Nc1ccc(C(=O)N2CCCCC2)cc1)c1ccccc1	0	-6	-70	-25	-9	5	-123	2	.	-3	-64
CCOC(=O)c1c(N)sc(C(=O)N2CCCCC2)c1C	9	6	19	2	.	-21	8	4	-2	-3	-11
O=C1C(=O)N(CCN2CCOCC2)C(c2ccc([N+](=O)[O-])cc2)/C1=C(/O)c1ccc2c(c1)OCO2 (configuration not stated)	-10	1	5	-3	.	5	3	-9	4	9	-9
COc1ccc(CN(C)CCCn2cnc3c(SC)ncnc32)cc1OC	-16	-6	-12	.	-4	-10	-1	4	.	-2	-7
COc1ccc(OCCn2ccnc2)cc1	4	2	5	7	-20	-9	17	3	1	8	-38
COc1ccc(CNC(=O)c2coc(=O)c3ccccc23)c(OC)c1	-6	3	14	-2	5	-6	4	16	0	-6	6
O=C(CCn1nc(-c2ccccc2)c2ccccc2c1=O)NN1CCOCC1	14	5	12	1	-6	12	7	2	-1	-10	1
CC(Sc1nc2ccccc2n1C)C(=O)Nc1ccc(N2CCOCC2)cc1 (configuration not stated)	-4	-1	-13	2	-7	62	-17	-2	3	0	-30
COc1cc(NC(=O)C2=C(C)OCCS2)c(Cl)cc1C(=O)NCCN(C)C	4	-2	-19	0	-3	-2	3	5	2	.	10
C#CCN(C)CC/C=C1\c2ccccc2CSc2ccccc21	8	1	31	-6	.	7	6	-5	3	-9	13
CN1C(=O)C(O)(C2OC(C)(C)CCC2=O)c2ccccc21 (configuration not stated)	7	-2	-6	-1	-5	-14	11	0	0	3	-12
COc1ccccc1NC(=O)Nc1nc(CC(=O)N2CCN(c3ccccc3F)CC2)cs1	-23	0	52*	-11	-6	24	-18	5	6	-10	4
Cc1oc(-c2cccs2)nc1CNC[C@H]1O[C@@H](n2cnc(C(N)=O)n2)[C@H](O)[C@@H]1O	5	0	-2	7	-7	-15	13	-5	.	.	-29
Cc1nn(C)c(C(=O)Nc2ccc(Br)cc2F)c1Br	-9	-3	-14	5	-5	0	-42	4	-1	-8	6
Cc1ccc(-n2nnnc2-c2cnoc2-c2cccc(F)c2)cc1	16	-4	17	9	-4	7	10	-15	1	6	-74
O=C(CCCN1C(=O)CCC1=O)Nc1ccc(Cl)c(C(F)(F)F)c1	2	-11	1	0	-1	18	2	3	2	1	4
CC(C)n1cnc2cc(NCc3nc4ccccc4n3C)ccc21	-3	3	-187	-9	-4	-57	-166	-28	-5	-2	-146
CC(C)Oc1cccc(C(=O)C2CCCN(C(=O)c3ccsc3)C2)c1 (configuration not stated)	-1	-7	2	2	0	-14	21	-1	3	2	-9
CCOc1cc(NC(=O)CCl)c(OCC)cc1NC(C)=O	-3	2	-2	-12	-5	0	9	-18	-2	5	-6
Cc1ccc(C(=O)N[C@H](C(=O)OCC(=O)NC2CCS(=O)(=O)C2)C(C)C)cc1 (some centres not stated)	2	5	-3	4	-4	6	9	5	0	-4	-11
NC(=O)NC(CC(=O)OCC(=O)Nc1nnc(-c2ccccc2)o1)c1ccc(Cl)cc1 (configuration not stated)	-3	4	5	.	-6	14	3	-13	.	-9	15
CC1CCN(S(=O)(=O)c2ccc3[nH]c(=O)cc(C(=O)O)c3c2)CC1	-2	-5	8	-9	-3	-5	-5	3	-1	-4	1
COc1cccc(C2Cc3ccccc3C(=O)O2)c1 (configuration not stated)	5	-1	-45	-16	-7	8	-43	-18	2	-1	-22
CC(C)(C)OC(=O)C[C@H]1C/C=C\C[C@@H](CC(=O)N(CCO)Cc2ccccc2)C(=O)N[C@H](C(C)(C)C)COC1=O	-1	1	-5	9	-5	-12	7	-6	.	-12	9
CCOC(=O)C(=CNc1nc(-c2ccccc2)c(C(=O)Nc2ccc(-c3ccccc3)cc2)s1)C(=O)OCC	14	-11	8	21	-16	28	-14	-29	5	-3	-46
CC1(C)CC(=O)c2cnc(NC(=O)CSC(=S)N3CCCCC3)nc2C1	9	-15	9	-1	5	7	9	5	-4	5	-28
COC(=O)c1c(NC(=O)c2cccnc2)sc(C(=O)N(C)C)c1C	17	4	-6	11	-13	-16	15	-3	0	10	-6
O=C(O)C=Cc1c[nH]c2nccnc12	-14	-4	-4	.	-3	-1	8	-7	.	-19	-4
COc1ccc(Cn2c(=O)[nH]c3cc(C(=O)NCCCN4CCCCCC4)ccc3c2=O)cc1	5	-1	8	-5	-16	-5	12	-2	-2	-1	-19
O=C(O)/C=C/C(=O)Nc1ccccc1SC(F)(F)C(F)(F)C(F)(F)F	-28	1	-6	17	-7	6	3	8	2	-3	20
Cc1csc(NC(=O)CSc2nnc(-c3cc(C)on3)o2)n1	5	4	-17	-2	-5	0	-36	-13	1	-7	-5
CCOC(=O)c1ccc(S(=O)(=O)N2CCN(C(=O)c3ccccn3)CC2)cc1	-16	7	7	4	-6	1	18	11	.	-6	11
COC(=O)c1ccc(NC(=S)NN2CCCCC2c2cccnc2)cc1 (configuration not stated)	5	-4	-8	-4	-14	-18	-21	-8	-1	-3	14
COCCN1CCN(C(=O)C2CCC(=O)N(Cc3ccccc3OC)C2)CC1 (configuration not stated)	-66	0	4	0	-5	-8	-11	16	0	.	17
CCC(C)(C(=O)NC1CCCCC1)N(Cc1ccco1)C(=O)c1ccc2c(c1)OCO2 (configuration not stated)	-12	0	13	-20	-4	5	23	-4	-2	9	-22
COC(=O)C[C@@H]1C[C@@H]2c3cc(NS(=O)(=O)c4ccc(F)cc4)ccc3O[C@@H]2[C@H](CO)O1	18	-1	-11	.	-3	0	9	-27	.	1	-9
CC(OC(=O)CN1C(=O)COc2ccccc21)C(=O)NCc1ccc(F)cc1 (configuration not stated)	9	-5	21	1	-7	-3	10	-15	5	-2	2
CN(N=Nc1nc[nH]c1C(N)=O)C1CCCCC1	3	.	-2	.	-12	13	-64	5	.	.	38
Nc1c(C(=O)NC2CCCCC2)nsc1C(=O)OCC(=O)NC1CCCCC1	-22	-9	-9	5	-6	26	5	-9	-2	1	-11
c1ccc(-c2cnc(CN3CCN(c4ccccc4)CC3)o2)cc1	-8	-4	-21	9	-3	9	-16	8	0	10	-4
COc1ccc(C(=O)N(C)Cc2ccon2)cc1OC1CCN(C(C)C)CC1	4	-10	13	-8	-6	1	12	6	0	5	-37
CC(C)Oc1ccc(C2CC(=O)NC2=O)cc1 (configuration not stated)	-1	8	12	3	-19	8	13	-1	.	-3	19
CCc1ccc(N/C(SC)=C(/C#N)C(N)=O)cc1	-1	13	-52	-16	-7	-10	-191	-14	0	-2	-12
CCOc1ccc(/C=C/C(=O)OCC(=O)c2ccccc2OC)cc1OC	10	-3	-10	-8	.	1	-2	-16	1	-3	10
O=S(=O)(NCc1cccc(C(F)(F)F)c1)NCc1ccccc1F	9	17	10	-4	2	5	14	-11	-1	5	5
COc1ccc(-c2noc(COc3ccc4c(c3)OCO4)n2)cc1OC	11	2	-11	7	.	6	-12	-2	4	8	-23
CC(Oc1ccc(Cl)cc1Cl)C(=O)NNC(=O)C(=O)N1CCCCC1 (configuration not stated)	-25	-2	18	-9	-3	-13	3	9	3	.	-9
O=C(CN1CCN(c2ncc(C(F)(F)F)cc2Cl)CC1)Nc1ccc2c(c1)OCO2	-1	-1	-3	-12	-9	0	11	10	-3	0	1
CCOC(=O)COc1ccc(S(=O)(=O)Nc2ccc3c(c2)OCO3)cc1	8	-4	9	5	-14	-13	6	-5	2	.	-8
Cc1nc(NC(=O)CSc2nc(N)cc(N)n2)sc1C	0	3	9	2	-5	10	6	-15	-1	0	-35
